NOD1 inhibition: NOD1 signaling inhibitors, primary screen, cell-based, luminescence, uHTS (AID 1578). 290,000 tested, 1% active. NOD1-driven NF-kB luciferase reporter cells, luminescence; higher % means a stronger effect. one-dose inhibition, % at 4 µM; EC50 in µM for titrated hits; in the data active = inhibition mostly above about 36%, no sharp cut-off; inactive = mostly below about 34%;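 note: HEK-293T reporter cells stimulated with the NOD1 agonist gamma-tri-DAP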
KOR beta-arrestin-1: KOR agonists, beta-arrestin recruitment, primary screen, cell-based, luminescence, uHTS (AID 1777); 280,000 tested, 0.02% active; one-dose activation, % at 10 µM; EC50 in µM for titrated hits; KOR beta-arrestin recruitment, luminescence; higher % means a stronger effect; in the data active = activation above about 50%, passing the limit was not always enough; note: a part of the inactive calls stands beside numbers as strong as those of hits
KOR beta-arrestin-2: kappa opioid receptor blockers – cell-based, luminescence, uHTS (AID 1778); KOR beta-arrestin recruitment, luminescence, antagonist mode; higher % means a stronger effect; one-dose inhibition, % at 10 µM; IC50 in µM for titrated hits; 290,000 tested, 0.091% active; in the data active = inhibition above about 50%; note: strong numbers were not always called active
West Nile virus CPE: inhibition of WNV-induced cytopathic effect – cell-based, CPE readout (AID 1621); West Nile virus-infected cells, CPE inhibition; higher % means a stronger effect; CPE inhibition, % at 10 µM; hits with a dose series show IC50 in µM; 290,000 tested, 0.02% active; in the data active = a potency from the dose series; note: strong numbers were not always called active
Dengue-2 NS5 capping: flavivirus cap methylation enzyme inhibition – biochemical, confirmation dose response, primary screen (AID 588689). Dengue-2 NS5 methyltransferase capping enzyme assay, biochemical; higher % means a stronger effect. inhibition, % at 25 µM, or IC50 in µM where a hit was titrated. 340,000 tested, 0.3% active; in the data active = a potency from the dose series
GPR55 beta-arrestin: GPR55 agonists via beta-arrestin recruitment, primary screen, imaging, U2OS cells, beta-arrestin-GFP redistribution (AID 1961); U2OS GPR55 beta-arrestin-GFP redistribution imaging; higher % means a stronger effect; activation, % at 10 µM, or EC50 in µM where a hit was titrated; 290,000 tested, 0.048% active;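 active = activation above 40% with more than 50 cells counted in the well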;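 note: U2OS osteosarcoma cells stably expressing GPR55 and beta-arrestin-GFP; plate controls were DMSO negative control for no effect and LPI positive control for full effect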
HIV fusion peptide: inhibitors of HIV fusion peptide binding, primary screen, biochemical, uHTS, fluorescence dequenching (AID 1986); cell-free peptide binding, fluorescence dequenching, 30 min; higher % means a stronger effect; one-dose inhibition, % at 20 µM; IC50 in µM for titrated hits; 290,000 tested, 0.3% active; in the data active = inhibition mostly above about 52%, no sharp cut-off; inactive = mostly below about 76%; note: some results filed as inactive read as strong as hits
GPR35 antagonists: inhibition of zaprinast-stimulated GPR35 beta-arrestin translocation – imaging, U2OS, beta-arrestin-GFP, zaprinast agonist, primary screen (AID 2058); U2OS GPR35 beta-arrestin-GFP translocation imaging, zaprinast antagonism; higher % means a stronger effect; inhibition, % at 10 µM; hits with a dose series show IC50 in µM; 290,000 tested, 0.052% active;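 active = inhibition of at least 50% with at least 30 cells and total cytoplasm GFP at most 10,000,000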
GPR55 antagonists: inhibition of LPI-stimulated GPR55 beta-arrestin translocation – imaging, U2OS, beta-arrestin-GFP, LPI agonist, primary screen (AID 2013) | inhibition, % at 10 µM, or IC50 in µM where a hit was titrated | U2OS GPR55 beta-arrestin-GFP translocation imaging, LPI antagonism; higher % means a stronger effect | 290,000 tested, 0.13% active;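 active = spots per cell inhibited over 60%, with over 100 cells counted and total cytoplasm intensity under 500,000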;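 note: U2OS cells stably carrying GPR55 and arrestin-GFP stimulated by 5 µM LPI near EC80; imaged beta-arrestin-GFP aggregate spots per cell after agonist stimulation; plate controls were LPI-stimulated DMSO wells for no effect and DMSO wells without LPI for full effect; some results filed as inactive read as strong as hits; confirmed hits need IC50 under 10 µM and bright autofluorescent wells are also inconclusive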
Dengue-2 NS5 capping pilot replicate: also measured in Dengue-2 NS5 capping; calls as there; inhibition, %; measured here: pilot screen replicate inhibition
The depositor's hits bear a star; / = no result given; [ ] = another dose, or the depositor's remark. Only part of the results is shown; rates above refer to the full screens.

SMILES | NOD1 inhibition | KOR beta-arrestin-1 | KOR beta-arrestin-2 | West Nile virus CPE | Dengue-2 NS5 capping | GPR55 beta-arrestin | HIV fusion peptide | GPR35 antagonists | GPR55 antagonists | others
COC(=O)c1c(NC(NC(=O)CC(C)C)C(Cl)(Cl)Cl)sc2c1CCC2 (centres undefined) | 3% | -1.9% | -7% | -0.7% | -5% | 0.6% | 3.0% | 19% | 60%
COC(=O)COc1cccc2c(=O)n(CC(=O)N3CCCc4ccccc43)ccc12 | -15% | -2.3% | -7% | 0.2% | 3% | 0.9% | -2.8% | 3% | -13%
O=C(N/N=C/C=C/c1cccc([N+](=O)[O-])c1)C(O)c1ccccc1 (centres undefined) | -48% | / | -33%[20 µM] | -0.1% | -9% | -0.1% | 0.2% | 2% | -4%
Cc1cccc2cc(CNC3CCCC3)c(Cl)nc12 | -12% | / | 10%[20 µM] | -1.1% | 1% | -0.1% | -0.1% | 10% | 24%
CCCN1CN(c2ccccc2)C(=S)N(c2ccccc2)C1 | 7% | 4.3% | -67% | -0.1% | 9% | -0.3% | 0.5% | 0% | -18%
CCc1c(C)[nH]n(CCC#N)c1=O | -4% | -4.0% | 4% | -0.1% | -10% | -0.3% | 1.8% | 3% | 5%
OC1CCN(c2ncnc3c2nnn3Cc2c(F)cccc2Cl)CC1 | -18% | -0.9% | 23% | / | -14% | -0.2% | -1.4% | -11% | 9%
O=C(CCCn1c(=O)[nH]c2cc(Cl)ccc2c1=O)NCC1CCCO1 (centres undefined) | -28% | -4.9% | 1% | / | -3% | -0.5% | 1.1% | -2% | -8%
CCOC(=O)Cn1c(CN(Cc2ccccc2)Cc2ccccc2)nc2c1c(=O)n(C)c(=O)n2C | -12% | 6.7% | -32% | 0.0% | -5% | -0.2% | 2.4% | 2% | 6% | Dengue-2 NS5 capping pilot replicate=-3.3
CC(=O)Nc1ccc(C(=O)COC(=O)CCN2C(=O)C3CC=CCC3C2=O)cc1 (centres undefined) | -18% | 5.1% | 8% | 0.1% | -2% | -0.1% | 1.1% | -2% | 2%
CN(Cc1ccncc1)C1CC(=O)N(c2ccc(Cl)cc2)C1=O (centres undefined) | -16% | -6.2% | -25% | 0.2% | 11% | 0.2% | -4.8% | 4% | -2%
O=C(c1cc(Br)ccc1Cl)N1CCN(c2ccccn2)CC1 | 34% | 7.2% | -62%[20 µM] | 0.1% | -3% | 0.3% | 1.0% | 6% | -16%
COc1ccc(NC(=O)CSc2nccn2-c2cccc(OC)c2)cc1 | -19% | 2.2% | 7% | -0.3% | -3% | 0.0% | -4.2% | 1% | 6%
Cc1cccn2c(CN(C)C3CCCc4ccccc43)c(C(=O)N3CCOCC3)nc12 (centres undefined) | -27% | -1.5% | -8% | -0.7% | 5% | 0.3% | -0.8% | 12% | 5%
Cc1cc(C)cc(C(=O)N[C@@H](C)C(=O)N2CCC3(CC2)NCCc2[nH]cnc23)c1 | -24% | 3.2% | -53% | -0.1% | 4% | 0.6% | 1.7% | 1% | 0%
COc1cc2c(cc1OC)C(COc1ccc([N+](=O)[O-])cc1)NCC2 (centres undefined) | 14% | -2.2% | -41% | -0.1% | -6% | -0.1% | 4.0% | -3% | 14%
C[C@@H]1CN(C(=O)c2nc3ccc(Cl)cn3c2CN[C@H]2CCCCNC2=O)C[C@H](C)O1 | -20% | / | -9%[20 µM] | -0.1% | 0% | -0.1% | -0.2% | 5% | 0%
Cn1c(SCC(=O)Nc2cc(=O)n(C)c(=O)n2C)nnc1C12CC3CC(CC(C3)C1)C2 | 17% | 20% | -57% | / | / | -0.1% | 1.3% | -15% | -5%
COc1ccc(CNC(=O)CCCn2nc([N+](=O)[O-])cc2C)cc1 | -38% | -2.7% | 4% | -0.9% | 1% | -0.8% | 0.9% | -7% | 1%
COc1ccc(NC(=S)Nc2ccc(OC)cc2OC)c(OC)c1 | -12% | 6.5% | -65% | 0.5% | -5% | -0.3% | 3.4% | 2% | 2%
COC(=O)CSc1nnc(COc2ccc([N+](=O)[O-])cc2)n1C | -25% | -3.8% | 36%[20 µM] | 0.2% | -7% | 0.2% | -0.6% | 3% | 4%
Cc1cc(Cl)c(S(=O)(=O)Nc2ccc3c(c2)OCO3)cc1OCC(=O)NC1CCCCC1 | 3% | 2.9% | -12% | -0.5% | -3% | 0.2% | 6.2% | 5% | 17% | Dengue-2 NS5 capping pilot replicate=6.1
Cn1c(SCC(=O)NCc2ccc3c(c2)OCO3)nc2scc(-c3cccs3)c2c1=O | 10% | 2.5% | -47% | 0.6% | 1% | -0.3% | 1.2% | -7% | 6%
COc1cccc(/C=N/NC(=O)CNC(=O)COc2ccccc2)c1O | -1% | -1.6% | 16% | 0.0% | 2% | 0.4% | -2.3% | 21% | 11%

Sorted by SMILES length (lowest first): 7 of the compounds above.
SMILES | NOD1 inhibition | KOR beta-arrestin-1 | KOR beta-arrestin-2 | West Nile virus CPE | Dengue-2 NS5 capping | GPR55 beta-arrestin | HIV fusion peptide | GPR35 antagonists | GPR55 antagonists | others
COc1ccc(NC(=O)CSc2nccn2-c2cccc(OC)c2)cc1 | -19% | 2.2% | 7% | -0.3% | -3% | 0.0% | -4.2% | 1% | 6%
O=C(CCCn1c(=O)[nH]c2cc(Cl)ccc2c1=O)NCC1CCCO1 (centres undefined) | -28% | -4.9% | 1% | / | -3% | -0.5% | 1.1% | -2% | -8%
COC(=O)c1c(NC(NC(=O)CC(C)C)C(Cl)(Cl)Cl)sc2c1CCC2 (centres undefined) | 3% | -1.9% | -7% | -0.7% | -5% | 0.6% | 3.0% | 19% | 60%
Cc1cccn2c(CN(C)C3CCCc4ccccc43)c(C(=O)N3CCOCC3)nc12 (centres undefined) | -27% | -1.5% | -8% | -0.7% | 5% | 0.3% | -0.8% | 12% | 5%
Cn1c(SCC(=O)NCc2ccc3c(c2)OCO3)nc2scc(-c3cccs3)c2c1=O | 10% | 2.5% | -47% | 0.6% | 1% | -0.3% | 1.2% | -7% | 6%
Cc1cc(Cl)c(S(=O)(=O)Nc2ccc3c(c2)OCO3)cc1OCC(=O)NC1CCCCC1 | 3% | 2.9% | -12% | -0.5% | -3% | 0.2% | 6.2% | 5% | 17% | Dengue-2 NS5 capping pilot replicate=6.1
Cn1c(SCC(=O)Nc2cc(=O)n(C)c(=O)n2C)nnc1C12CC3CC(CC(C3)C1)C2 | 17% | 20% | -57% | / | / | -0.1% | 1.3% | -15% | -5%

Next records.
SMILES | NOD1 inhibition | KOR beta-arrestin-1 | KOR beta-arrestin-2 | West Nile virus CPE | Dengue-2 NS5 capping | GPR55 beta-arrestin | HIV fusion peptide | GPR35 antagonists | GPR55 antagonists | others
Cc1ccc(C)c(NC(=S)NC(C)C(c2cccs2)N2CCOCC2)c1 (centres undefined) | 27% | 0.5% | -10% | -0.2% | 2% | -0.3% | -3.7% | 8% | 19%
COc1ccc(C2=Nn3c(C)nnc3SC2)cc1 | -16% | 4.2% | -29% | 0.9% | -12% | -0.2% | 0.0% | 32% | 7%
COc1cc(CN(C(=O)c2ccco2)c2ccc(C)cc2)ccc1O | -26% | -0.5% | 30% | -0.4% | -9% | -0.2% | -3.0% | 10% | 8%
CCOC(=O)/C(C#N)=C/c1cc(C)n(-c2ccc(Br)cc2)c1C | -10% | 0.7% | -31% | / | / | -0.1% | 0.5% | -2% | -15%
O=S(=O)(c1ccccc1)N1CCC2(CC1)OCCO2 | -42% | 0.2% | 10% | 0.1% | 2% | 0.0% | 1.0% | 19% | 2%
CC/C(=N\NC(=O)c1ccc2c(c1)OCO2)C12CC3CC(CC(C3)C1)C2 | -6% | 1.7% | -31% | 0.2% | 8% | 0.3% | -0.3% | 1% | 12%
Cc1ccc(-c2noc(C3CCCN(C(=O)c4cccc(Cl)c4)C3)n2)o1 (centres undefined) | -16% | 2.1% | -12% | -0.7% | 12% | 0.0% | 2.2% | 2% | -9%
CCC(C)/C(C)=N/NC(=O)c1cn(-c2ccccc2)nc1-c1ccccc1 (centres undefined) | -14% | 3.2% | 25% | -0.5% | 3% | 0.2% | 0.6% | -12% | 5%
CC(=O)NN1C(=O)c2ccc3c4c(ccc(c24)C1=O)C(=O)N(NC(C)=O)C3=O | 58% | -3.2% | -35% | 1.0% | 7% | 0.4% | 0.6% | -9% | -3% | Dengue-2 NS5 capping pilot replicate=2.7
COCCN(C(=O)c1csnn1)C(C(=O)NC1CCCCC1)c1ccc(C)cc1 (centres undefined) | -21% | -3.6% | 1% | -0.5% | -4% | 0.7% | -0.1% | -5% | -4%
Cc1cc(C)nc(N/N=C/c2ccccc2Cl)n1 | 19% | 3.4% | -30% | 0.0% | / | -0.3% | -0.8% | 4% | 0%
CCN(CC#CCC1(O)c2ccccc2-c2ccccc21)C(C)C | 21% | 0.7% | 1% | / | 2% | 0.3% | -4.6% | 4% | 7%
C=CCNC(=S)N/N=C/c1ccc(N(CC)Cc2ccccc2)cc1 | 21% | -3.6% | -10% | -0.3% | -6% | -0.2% | -1.4% | -16% | 24%
COc1cccc(-c2cccc(NC(=O)C3CCN(Cc4ccon4)CC3)c2)c1 | -42% | 1.1% | -24% | -0.2% | 3% | -0.1% | -1.2% | 10% | 10%
CCOCCn1c(SCCc2ccccc2)nc2c1c(=O)[nH]c(=O)n2C | 36% | -3.6% | 0% | 0.0% | -1% | -0.3% | -1.3% | 2% | 5%
COc1ccc(C(=O)CCC(=O)N2CCN(c3ccccc3)CC2)cc1 | -26% | -5.3% | 23%[20 µM] | -0.3% | -1% | -0.3% | -1.6% | 9% | -8%
CCOc1ccc2ccccc2c1C(=O)NCC(c1ccc(N(C)C)cc1)N(C)C (centres undefined) | -22% | 1.5% | -30% | -1.2% | 4% | -0.2% | -0.3% | 3% | 5%
CCc1cc2cc3c(cc2nc1SCC(=O)N1CCN(C(=O)c2ccco2)CC1)OCO3 | -17% | / | 20% | 0.0% | 0% | -0.6% | -0.8% | 0% | 7%
N/C(=N\OC(=O)Cc1ccccc1[N+](=O)[O-])c1cccc(Br)c1 | -33% | -3.7% | 14% | -0.6% | -7% | 0.2% | 2.2% | -1% | 1%
O=C(Nc1ccc(Oc2ccccc2)cc1)c1cnc2n(c1=O)CCS2 | 28% | -7.3% | 0% | -0.5% | -3% | -0.1% | 1.8% | 4% | -3%
Cc1nc(N)sc1-c1csc(Nc2ccccc2)n1 | / | -4.2% | 17% | -0.1% | -18% | -0.1% | 7.3% | -5% | 23%
CN(CC(=O)N1CCN(C2CCCCC2)CC1)S(=O)(=O)c1cccc2nsnc12 | -25% | -2.2% | 22% | -0.7% | -6% | 0.0% | -0.7% | -8% | 6% | Dengue-2 NS5 capping pilot replicate=-5.2
Cc1cc(SCC(=O)N(C)C2CCS(=O)(=O)C2)nc2c(C)cccc12 (centres undefined) | -40% | -8.0% | -12% | 0.0% | -7% | 0.3% | -0.4% | 6% | 18%
NC(=O)CC(NC(=O)c1ccccc1)c1ccc(NCCc2cccc(F)c2)c([N+](=O)[O-])c1 (centres undefined) | 0% | -0.8% | 36% | -0.3% | -2% | -0.1% | 0.5% | -2% | -2%

High-throughput results (PubChem)
